Screens (PubChem)
NR2E3 ag – NR2E3 (human) agonism | 320,000 compounds, 0.12% hits | AID 2300 | GST-NR2E3/biotin-RetCOR TR-FRET, 1536-well | inhibition of corepressor binding, % at 4.78 µM | Q9Y5X4;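 active = percent inhibition above the cutoff of mean plus 3 SD of all tested compounds, set per screening campaign, cut at about 20% in these data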;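 also: 0% = DMSO wells and 100% = biotin wells as full block of FRET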
Target sequence (Q9Y5X4 whole entry, looked up): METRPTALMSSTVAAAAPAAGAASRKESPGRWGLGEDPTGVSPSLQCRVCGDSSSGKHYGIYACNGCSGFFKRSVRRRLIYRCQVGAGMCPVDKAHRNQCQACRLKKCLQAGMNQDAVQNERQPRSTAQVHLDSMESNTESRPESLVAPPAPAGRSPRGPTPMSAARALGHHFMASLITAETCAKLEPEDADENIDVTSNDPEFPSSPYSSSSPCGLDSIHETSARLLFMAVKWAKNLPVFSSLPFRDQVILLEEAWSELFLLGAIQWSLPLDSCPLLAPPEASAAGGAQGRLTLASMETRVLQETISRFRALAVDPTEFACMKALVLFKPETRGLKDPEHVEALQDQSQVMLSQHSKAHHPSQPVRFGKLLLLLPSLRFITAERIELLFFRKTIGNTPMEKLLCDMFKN
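Material: NR2E3–RetCOR corepressor complex / Incubation: Compound–protein incubation for 5 h at 4 °C / Dosing: compound at 4.8 µM, single dose / Detection: time-resolved FRET / Benchmarks: high control biotin, low control 0.6% DMSO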
Active calls of the source: *. These rows are one share of the data (hit frequency here may not be typical).

smiles	NR2E3 ag
C[C@@H](O)[C@@H]1NC(=O)c2cc([N+](=O)[O-])cc(I)c2NCC[C@@H](C(N)=O)NC(=O)CNC1=O	0
CN(C)C(=S)N=Nc1[nH]c2ccccc2c1O	-2
COc1ccc(Cn2c(S(=O)(=O)CC(N)=O)nc3ccccc32)cc1[N+](=O)[O-]	2
COC(=O)[C@@H](NC(=O)O[C@@H]1C(=O)c2cc(Br)ccc2O[C@H]1c1cccc(OC)c1)C(C)C	0
CC(C)CCNC(=O)c1ccc(Cl)c(N)c1	3
COC(=O)c1ccc(C23CC4(C2)[C@H](CN(CC2CCCCC2)[C@@H]4c2ccccc2)C3c2ccc(C(F)(F)F)cc2)cc1 (stereo partly specified)	-2
CC(C)(C#N)c1cc(Cn2cncn2)cc(C(C)(C)C#N)c1	1
CC1=C(C)SC(=C(C#N)c2nnc(N3CCOCC3)n2-c2ccccc2)S1	3
Cc1c(-c2ccc(O)cc2)nc2nc(-c3ccccc3)c(-c3ccccc3)nn12	3
NC(=O)Cn1cc(C(=O)COc2ccccc2)c2ccccc21	3
O=c1cc(COc2ccccc2[N+](=O)[O-])nc2sccn12	5
O=C(N=C1c2ccccc2CN1c1ccc(F)c(Cl)c1)c1cccnc1Cl	0
CCC1CCCCN1Cc1cc(OC)c(O)c([N+](=O)[O-])c1 (stereo unspecified)	4
OC1CNCc2cc3c(cc21)OCCO3 (stereo unspecified)	1
CC(=O)c1cc2c(cc1NC(=O)c1ccccc1C)OCO2	5
Cn1cc(C(=O)N/N=C/c2cc(Br)cs2)c2ccccc21	0
Cc1ccc2c(-c3csc(N)n3)c[nH]c2c1	-2
COCCNC(=O)Cn1c(=O)n(CCCCCC(=O)NCc2ccc3c(c2)OCO3)c(=O)c2sccc21	-1
O=[N+]([O-])/C(C(Cl)=C(Cl)Cl)=C(\Nc1ccc(F)cc1)n1cncn1	1
CCOc1ccccc1C(=O)Nc1cc(C(=O)NCC(C)C)ccc1Cl	1
CCC(C)C(=O)Nc1cccc(SC)c1 (stereo unspecified)	0
Cc1nn(-c2ccccc2)c(Cl)c1C(=O)N(C)c1nc(-c2ccc(F)cc2)cs1	1
COC(=O)[C@@]1(Cc2ccc(OC)cc2)[C@H]2c3cc(C(=O)N4CCCC4)n(Cc4c(CO)[nH]cc(C)c4=O)c3C[C@H]2CN1C(=O)c1ccccc1	2
Cn1c(=O)n(C)c2cc(/C=N/NC(=O)c3ccncc3)ccc21	5
Cc1ccc(Sc2ccc(NC(=O)CCl)cc2)c(C)c1	0

The closing 4 records of the part before lead into the next:
smiles	NR2E3 ag
Cc1nn(-c2ccccc2)c(Cl)c1C(=O)N(C)c1nc(-c2ccc(F)cc2)cs1	1
COC(=O)[C@@]1(Cc2ccc(OC)cc2)[C@H]2c3cc(C(=O)N4CCCC4)n(Cc4c(CO)[nH]cc(C)c4=O)c3C[C@H]2CN1C(=O)c1ccccc1	2
Cn1c(=O)n(C)c2cc(/C=N/NC(=O)c3ccncc3)ccc21	5
Cc1ccc(Sc2ccc(NC(=O)CCl)cc2)c(C)c1	0
CCc1ccc(C(=O)CSC2=C(C#N)C(c3ccco3)C(C(C)=O)=C(C)N2)cc1 (stereo unspecified)	1
CC1(C)O[C@@H]2[C@@H](CO[C@@]3(COS(N)(=O)=O)OC(C)(C)O[C@@H]23)O1	-1
COc1ccc(CN(C)C(C)C(=O)Nc2ccc(S(=O)(=O)N3CCCC3)cc2)c(OC)c1OC (stereo unspecified)	-1
COc1ccccc1CNC(=O)c1cc2c(=O)[nH]c3ccccc3c2n1C	-2
COc1ccc(CNCC(=O)Nc2cc(C)nn2-c2nc(C)cc(C)n2)cc1OC	0
CC(C)(C)OC(=O)N[C@@H](Cc1ccccc1)c1nnc(S(=O)(=O)Cc2cccc(F)c2)o1	-3
Cc1ccc2nc(NC3=NC(CC(=O)O)C(=O)N3)nc(C)c2c1 (stereo unspecified)	0
CCCNC(=O)OC[C@H]1O[C@H](CCO/N=C/c2ccc(C(=O)N3[C@H](c4ccc(C)cc4)[C@@H](C)CC[C@H]3C(=O)OC)cc2)C=C[C@@H]1Oc1ccc(OC)cc1	1
O=C1c2ccccc2C(=O)N1Cc1nc2ccccc2c(=O)n1Cc1ccco1	1
Cc1cc(NC(=O)CSc2nc(C3CC3)nc3sc4c(c23)CCC(C)C4)no1 (stereo unspecified)	-3
COc1ccc(-c2ccccc2)c2oc(-c3ccco3)cc(=O)c12	3
COc1ccc(-c2nn(CC(=O)N3CCCCC3)c(=O)c3ccccc23)cc1	1
CCOC(=O)C1(CCCCCCOc2ccc(Cl)cc2)CO1 (stereo unspecified)	1
O=c1[nH]c2cccnc2n1-c1cccc([N+](=O)[O-])c1	3
OC(c1nc2ccccc2[nH]1)C(O)C(O)C(O)c1nc2ccccc2[nH]1 (stereo unspecified)	0
O=C(NCCCO)Nc1ccc2nc(-c3ccco3)c(-c3ccco3)nc2c1	18
COc1ccc(Cc2nc3ccc(S(N)(=O)=O)cc3[nH]2)cc1OC	3
Cc1cccc(-n2c(N)c(C(=O)NCCN3CCOCC3)c3nc4ccccc4nc32)c1	3
CCCOc1ccc(C(=O)CCC(=O)OCC(=O)Nc2ccc(OCC)cc2)cc1	2
CCCC(=O)Nc1cc(C)c(NC(=O)Cc2ccccc2)cn1	4
Cc1cc(NC(=O)c2ccc(S(=O)(=O)N3CCOCC3)cc2)nc2c1c(=O)oc1ccccc12	2
O=C/C=C/c1coc2ccc3ccccc3c2c1=O	1
C/C(CCN1CCCCc2nc(C)c(C)cc21)=N\O[C@H](C)c1cn([C@H](CO)Cc2ccccc2)nn1	4
CC(C)Cn1c(N)c(C(=O)CSc2cc(Cl)ccc2Cl)c(=O)n(C)c1=O	0
COc1ccc(NC(=O)c2nc[nH]c2C(=O)NCCCCCNC(=O)OC(C)(C)C)cc1	-3

New compounds follow.
smiles	NR2E3 ag
COCc1cc(C)nc(N/N=C/c2ccc(-c3cc(C(=O)O)ccc3Cl)o2)c1C#N	2
Cc1nc(NC(=O)c2ccccc2)sc1-c1csc(Nc2cccc(Cl)c2)n1	-11
CC1(C)Cc2c(sc3nc(=S)[nH]c(N)c23)CO1	0
CCOC(=O)c1nn(-c2ccc(Cl)cc2Cl)c(=N)c(C#N)c1C	1
CC(C(=O)N1CCCCC1)N(C)CC(=O)Nc1cccc(F)c1 (stereo unspecified)	4
COC(=O)CCCC[C@H]1SC[C@H]2NC(=O)N[C@]21O	63*
COC(=O)c1ccc2c(C(C)(C)O)c(C(C)(C)O)[nH]c2c1	0
COCCNC(=O)c1c(N)sc2c1CCCC2	1
CCOC(=O)/C(C#N)=C/c1cc(C)n(-c2ccc(Br)cc2)c1C	0
N#Cc1c(NC(=S)NC(=O)c2ccccc2)sc2c1CCN(CCc1ccccc1)C2	0
Cc1cccc(/C=C/c2onc(C)c2[N+](=O)[O-])n1	-2
O=C(Nc1nc(-c2ccco2)c(-c2ccco2)s1)c1cnccn1	1
COc1ccc(C2c3c(oc4ccccc4c3=O)C(=O)N2CCCN2CCOCC2)cc1 (stereo unspecified)	2
COc1ccc(C2NC(C(=O)O)CS2)cc1COCC(F)(F)F (stereo unspecified)	4
Cc1ccc(S(=O)(=O)NCC(=O)OCN2C(=O)c3ccccc3C2=O)cc1	3
Cc1cc(=O)n2[nH]c(-c3sccc3-n3c(C)ccc3C)cc2n1	4
C=CCN1C(=O)/C(=C2/Sc3ccc(OC)cc3N2C)SC1=Nc1ccc(OC)cc1	1
C(=C\c1ccccc1)/C=N/Nc1nncc(-c2ccccc2)n1	1
CCOC(=O)C1=C(Cc2ccc(C)cc2)C(=O)c2ccccc2C1=O	2
O=C1CNC(=O)N1Cc1ccc(Br)cc1	2
COc1ccc(-c2cc(C(F)(F)F)n3ncc(C(=O)Nc4c(C)n(C)n(-c5ccccc5)c4=O)c3n2)cc1	3
COc1ccc(-c2oc3c4c(cc(OC)c3c(=O)c2CC=C(C)C)OC(C)(C)C=C4)c(OC)c1	-1
CCOC(=O)c1ccc(NC(=O)Nc2ncc(Cl)cc2Cl)cc1	3
Cc1ccc(-c2cc(C(=O)NC3=NCCS3)c3cc(Br)ccc3n2)o1	4
CN(C)C1=NC(=O)/C(=C/c2ccc(-c3ccc(S(N)(=O)=O)cc3)o2)S1	-15

For reference, part of the list above:
smiles	NR2E3 ag
CCOC(=O)C1=C(Cc2ccc(C)cc2)C(=O)c2ccccc2C1=O	2
O=C1CNC(=O)N1Cc1ccc(Br)cc1	2
COc1ccc(-c2cc(C(F)(F)F)n3ncc(C(=O)Nc4c(C)n(C)n(-c5ccccc5)c4=O)c3n2)cc1	3
COc1ccc(-c2oc3c4c(cc(OC)c3c(=O)c2CC=C(C)C)OC(C)(C)C=C4)c(OC)c1	-1
CCOC(=O)c1ccc(NC(=O)Nc2ncc(Cl)cc2Cl)cc1	3
Cc1ccc(-c2cc(C(=O)NC3=NCCS3)c3cc(Br)ccc3n2)o1	4
CN(C)C1=NC(=O)/C(=C/c2ccc(-c3ccc(S(N)(=O)=O)cc3)o2)S1	-15

Continuation.
smiles	NR2E3 ag
O=C(NCCCNC(=O)NC1CCCCC1)NC1CCCCC1	2
CCOC(=O)c1sc(Nc2nc(OC)cc(OC)n2)nc1C	1
CCCOc1cc(C)c(S(=O)(=O)N2CCOCC2)cc1C	-1
CCOc1cc(CNc2ccccc2SC)ccc1O	1
Cn1c(N)c(C(=O)COC(=O)c2cc(C(F)(F)F)nc3ccccc23)c(=O)n(C)c1=O	2
COc1cccc(-c2nc(-c3ccccn3)no2)c1	0
CC1(C)Cc2c(c(N3CCOCC3)nc3sc4c(N5CCOCC5)nnnc4c23)CS1	5
Cc1ccc(S(=O)(=O)N2C(=O)/C(=C3\SC(=S)NC3=O)c3ccccc32)cc1	1
COC(=O)c1ccc(C23CC4(C2)[C@H](CN(Cc2ccc(C(F)(F)F)cc2)[C@@H]4c2ccccc2)C3c2ccc(Cl)nc2)cc1 (stereo partly specified)	-2
O=c1c2ccccc2nnn1CSc1nc2cc(Cl)ccc2c(=O)n1Cc1ccco1	1
COc1ccc2c(c1)O[C@@H](c1cccc(C(F)(F)F)c1)[C@H](OC(=O)NCCc1ccc(OC)c(OC)c1)C2=O	5
CCOC(=O)c1sc(NC(=O)CCN2CC(C)OC(C)C2)c(C(=O)OCC)c1C (stereo unspecified)	-1
CCn1cc(C(=O)N2CCc3ccccc3C2)c(=O)c2cc(S(=O)(=O)N3CCCCC3)ccc21	2
Cc1[nH]c2ccccc2c1C(=O)CSc1nc2ccccc2c(=O)n1-c1ccccc1F	-3
c1ccc2oc(-c3ccc(Nc4nc(N5CCCC5)nc(N5CCOCC5)n4)cc3)nc2c1	3
CN(C)c1ccc2c3c(cccc13)C(=O)N(c1ccccc1)C2=O	-3
O=C(Cc1ccccc1)c1c[nH]c(C(=O)NCCCn2ccnc2)c1	-3
CCOc1ccc(CCNC(=O)c2ccc3c(c2)NC(=O)C2CCCN32)cc1OCC (stereo unspecified)	3
CCOc1cc2nc(-c3ccc(OC)c(OC)c3)nc(N3CCOCC3)c2cc1OC	3
CCCCC1=CC2=C(c3ccco3)C(=O)C(C)(OC(=O)c3ccc(OC)cc3)C(=O)C2=CN1C1CCCC1 (stereo unspecified)	47*
Oc1c(Br)cc(/C=N/Nc2nncc3ccccc23)cc1Br	-1
CC(=O)Nc1ccc([C@H]2[C@H](C)CC[C@H]3C(=O)N4[C@@H](CC[C@@H](C)[C@@H]4c4ccc(NC(C)=O)cc4)C(=O)N32)cc1	3
Nc1cc(=O)[nH]c(SCC(=O)Nc2nc3ccc([N+](=O)[O-])cc3s2)n1	1
Cc1ccc(C)c(Oc2coc3cc(OCC(=O)Nc4ccccc4C(C)C)ccc3c2=O)c1	0
CCOC(=O)C1CCCN(c2cc(NCCCO)c([N+](=O)[O-])c3nonc23)C1 (stereo unspecified)	-1

(next part)
smiles	NR2E3 ag
CCOC(=O)c1c(C)[nH]c(C(=O)NCc2ccco2)c1C	1
Fc1ccc(Oc2ccnc(Cl)n2)c(Cl)c1	-3
CCOc1ccc(NC(=O)CSc2nc3nc4c(cc3c(=O)n2CC)COC(C)(C)C4)cc1	4
O=C(NCc1ccccc1)C1CCCC1	3
CC(NC(=O)/C(C#N)=C/c1ccc(Cl)c([N+](=O)[O-])c1)c1ccccc1 (stereo unspecified)	1
Cn1c(=O)c2c(nc(Oc3ccc4c(c3)OCO4)n2Cc2ccc(Br)cc2)n(C)c1=O	0
CCOc1ccc(-c2nc(-c3ccccc3C)no2)cc1	-4
O=C1c2nc3cc(-c4ccccc4)[nH]n3c(=O)c2CN1Cc1ccccc1	0
Nc1ccccc1NC1=CC(=O)CC(c2ccccc2)C1 (stereo unspecified)	1
CCOC(=O)c1cnc(-n2nc(C)cc2C)nc1NNc1cc(-c2ccccc2)nc(C)n1	0
C=CCN1C=C2C(=O)C(C)(OC(=O)c3ccco3)C(=O)C(C=C)=C2C=C1C1CC1 (stereo unspecified)	-1
NC(=S)N/N=C/c1ccc(C23CC4CC(CC(C4)C2)C3)cc1	7
O=C(Nc1cccc(Br)c1)c1ccc(OC2CSC2)cc1	1
C/C(=N\NC(=O)CNC(=O)C(c1ccccc1)c1ccccc1)c1ccc(C)cc1	1
COc1ccccc1Nc1nc(-c2sc(NC(=O)c3cccc(Cl)c3)nc2C)cs1	-4
NNC(=O)CCc1nc2ccccc2[nH]1	-2
CCCCN(C)S(=O)(=O)c1ccc(C(=O)Nc2nnc(-c3cccs3)o2)cc1	1
COc1ccc(C(C)=O)cc1CSc1nnc(SCc2cc(C(C)=O)ccc2OC)s1	-2
